EPAC2 ag = qHTS for Agonist of cAMP-regulated guanine nucleotide exchange factor 4 (EPAC2): primary screen; Rap guanine nucleotide exchange factor 4 (Homo sapiens), Q8WZA2; EPAC2 activation, biochemical qHTS; response scale: 100% = 6.5 mM cAMP response; 0.079% of 360,000 active; Potency, µM (doses to about 154 µM), for inactives: at the highest dose activation, hits mostly activators; further: potency means the concentration at half of the fitted maximal effect; nearly all actives have a fitted effect of over 50% in size
Target sequence (Q8WZA2 whole entry, looked up): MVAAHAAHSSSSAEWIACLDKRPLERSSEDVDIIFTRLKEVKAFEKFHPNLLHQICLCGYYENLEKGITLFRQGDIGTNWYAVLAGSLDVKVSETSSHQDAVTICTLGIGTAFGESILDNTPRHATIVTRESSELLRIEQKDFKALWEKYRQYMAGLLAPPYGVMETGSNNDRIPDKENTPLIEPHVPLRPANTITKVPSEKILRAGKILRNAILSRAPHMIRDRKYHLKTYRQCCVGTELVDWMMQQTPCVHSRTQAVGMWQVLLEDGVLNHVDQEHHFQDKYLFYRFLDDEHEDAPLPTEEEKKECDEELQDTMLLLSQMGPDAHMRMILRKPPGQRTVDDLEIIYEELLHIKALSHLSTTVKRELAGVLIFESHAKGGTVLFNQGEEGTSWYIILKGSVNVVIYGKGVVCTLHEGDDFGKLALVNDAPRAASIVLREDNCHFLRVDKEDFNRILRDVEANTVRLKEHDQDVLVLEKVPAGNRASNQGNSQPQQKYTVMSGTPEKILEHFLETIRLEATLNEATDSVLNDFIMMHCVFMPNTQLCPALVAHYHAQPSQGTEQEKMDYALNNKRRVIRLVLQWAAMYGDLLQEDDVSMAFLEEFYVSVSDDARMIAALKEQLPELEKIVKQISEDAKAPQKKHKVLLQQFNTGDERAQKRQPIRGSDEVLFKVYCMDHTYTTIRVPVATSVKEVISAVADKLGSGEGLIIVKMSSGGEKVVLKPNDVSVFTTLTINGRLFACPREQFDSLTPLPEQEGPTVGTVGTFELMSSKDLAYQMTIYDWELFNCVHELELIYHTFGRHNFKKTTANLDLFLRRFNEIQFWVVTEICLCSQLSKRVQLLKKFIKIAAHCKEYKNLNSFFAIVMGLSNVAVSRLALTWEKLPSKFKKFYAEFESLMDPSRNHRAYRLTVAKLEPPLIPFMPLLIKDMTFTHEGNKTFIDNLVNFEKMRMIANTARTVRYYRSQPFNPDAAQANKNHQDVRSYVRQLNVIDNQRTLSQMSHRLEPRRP
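In this primary screen, activation is scored as increased exchange of BODIPY-GDP from Rap1B by 100 nM EPAC2, with 50 uM GDP as competitor. Signal is normalized to the 6.5 mM cAMP agonist control.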
IL-2 act = qHTS of IL-2 Activators; IL-2 activation reporter assay, cell-based qHTS; stimulated with anti-CD3/CD4/CD28 beads; in transgenic mouse T cells; activation, % (series mostly up to about 46 µM); 0.065% of 360,000 active; AID 652025, 2013; in the data active means activation above about 50%; inconclusive means mostly about 30% to 49%; further: 0% is about no effect
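EGFP and DsRed fluorescence is measured by plate cytometry in unstimulated transgenic mouse T cells exposed to compound for 60 minutes, then stimulated 18 hours at 37 degrees C with anti-CD3/anti-CD4 beads plus anti-CD28.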
Nrf2 ARE act = qHTS of Nrf2 Activators; Potency, µM (top dose mostly 46.1 µM), for inactives: at the top dose activation, hits mostly activators; 0.31% of 410,000 active; AREc32 ARE-luciferase reporter (MCF7-derived line), luminescence, 24 h; AID 624171, 2012; further: potency means the concentration at half of the fitted maximal effect; % of control where 0% means no effect; nearly all actives have a fitted effect of over 65% in size
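AREc32_Fluc, 1000 cells/well, OPTI-MEM + 5% FBS, o/n 37 deg C 5% CO2; 23 nL cpd by pin tool, 24 hr; Steady-Glo 30 min RT, luminescence.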
TGFb SMAD3 inh = qHTS for Inhibitors of TGF-b; HepG2 CAGA-GFP TGF-b/SMAD3 reporter, GFP fluorescence, 18 h; TGF-beta stimulated, 500 pg/mL final; Potency, µM (top dose mostly 46.1 µM), inactives show top-dose activity, negative = inhibition, most hits filed as inhibitors; 1.2% of 410,000 active; further: potency means the concentration at half of the fitted maximal effect; on the % scale 0 is the no-effect control and ±100 the full control effect; nearly all actives have a fitted effect of over 65% in size
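HEPG2 CAGA-GFP, 1000 cells/well; 2 h settle, 37 C; cpd via pin tool; TGF-b 500 pg/mL final; 18 h, 37 C; GFP imaging ex488/em500-530; %Activity normalised to -TGF-b and +DMSO controls; CRC fit, curve class.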
HepG2 tox = qHTS for Inhibitors of TGF-b: Cytotox Counterscreen; HepG2 CAGA-GFP viability, ATP luminescence, 18 h; Potency, µM (top dose mostly 46.1 µM), inactives show at the top dose activity change, negative = cytotoxicity, usual class: cytotoxic; 0.76% of 410,000 active; AID 588856, 2011; further: potency means the concentration at half of the fitted maximal effect; some results filed as inactive show a strong effect at the top dose
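HepG2 CAGA-GFP cells (1000/well, DMEM with 1% FBS) received compound, then TGF-beta at 500 pg/mL final, and were incubated 18 hours at 37 degrees C. Viability was read by CellTiter-Glo luminescence. Media-only wells were set as complete cell-killing and DMSO as no toxicity.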
A549 tox = Nrf2 qHTS screen for inhibitors: counterscreen for cytotoxicity; A549 ARE-Fluc cells, CellTiter-Fluor viability, 18-24 h; 0.16% of 390,000 active; Potency, µM (titrated, usually from 46 µM), for inactives: at the top dose activity change, negative = cytotoxicity, actives largely listed as inhibitors; further: potency means the concentration at half of the fitted maximal effect; on the % scale 0 is the no-effect control and ±100 the full control effect
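Cytotoxicity counterscreen: CellTiter-Fluor fluorescence was measured in A549 ARE_Fluc cells after 18-24 h of compound exposure in a concentration series. The subsequent BugLite luminescent read reports ARE-luciferase activity.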
ATXN2 expr inh = Primary qHTS for Inhibitors of ATXN expression; HEK-293 ATXN2-luciferase reporter, luminescence, 24 h; Potency, µM (highest dose often 57 µM), inactives show at the top dose activity change, negative = inhibition, most hits filed as inhibitors; 0.72% of 360,000 active; further: potency means the concentration at half of the fitted maximal effect; on the % scale 0 is the no-effect control and ±100 the full control effect; nearly all actives have a fitted effect of over 55% in size
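ATXN2-luciferase reporter cells (luciferase flanked by upstream and downstream ATXN2 gene portions) were treated 24 h at 37 °C with compounds at up to 57 uM. SteadyGlo luminescence gave expression; GF-AFC fluorescence gave viability.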
S2 tox = Viability Counterscreen for Primary qHTS for Inhibitors of ATXN expression. AID 651635, 2014. 0.49% of 400,000 active. Potency, µM (highest dose often 56.7 µM), actives largely listed as cytotoxic. S2 cells (HEK-293 line with an ATXN2-luciferase reporter) viability, CellTiter-Fluor protease fluorescence, 24 h; further: potency means the concentration at half of the fitted maximal effect; nearly all actives have a fitted effect of over 40% in size
Nrf2 block = Nrf2 qHTS screen for inhibitors; AID 504444, 2011; Potency, µM (highest dose often 46 µM), for the others: top-dose activity change, negative = inhibition, most hits filed as inhibitors; A549 ARE-Fluc reporter, luciferase luminescence, 18-24 h; 2.1% of 360,000 active; further: potency means the concentration at half of the fitted maximal effect; on the % scale 0 is the no-effect control and ±100 the full control effect; nearly all actives have a fitted effect of over 60% in size
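Nrf2 activity is the BugLite luminescence, read 15 min after reagent at room temperature, following CellTiter-Fluor cytotoxicity readout (30 min, 37C). Compound titrations were applied for 18-24 h to 5000 A549 ARE_Fluc cells/well in 5% FBS OPTI-MEM.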
* marks the source's active call; other numbers are inactive results; i = inactive; ? = inconclusive; nt = not tested or not shown; & = joins results of further samples; [ ] = dose if it differs, or a comment. Unless noted, the call rests on the fitted dose curve; in most records, active means well fitted curve in the direction sought with a large enough effect; inconclusive means small, poorly fitted or top-dose-only effect, or another doubt; inactive means no such curve, though single readings can be large; an effect the other way counts as inactive or inconclusive. Compounds as they come; about 4.3% have a hit in one of these screens.

SMILES | EPAC2 ag | IL-2 act | Nrf2 ARE act | TGFb SMAD3 inh | HepG2 tox | A549 tox | ATXN2 expr inh | S2 tox | Nrf2 block
CC(=O)Nc1ccc(S(=O)(=O)NNC(=O)c2ccc([N+](=O)[O-])cc2)cc1 | 12% | 0.0 | -0.7% | -1% | 8% | 13% | 3% | i | 0%
O=C(C[C@H]1C/C=C\C[C@@H](Cc2ccc(F)cc2)C(=O)O[C@H](c2ccccc2)CNC1=O)NCCO | 5% | 0.5 | -1.0% | -13% | 13µM* | 3% | 12% | i | -9%
BrC(=C\c1ccccc1)/C=N/N1CCN(Cc2ccccc2)CC1 | 17% | -0.6 | ? | -27% | -9% | 1% | -19% | i | 14%
COc1ccc(-c2csc3ncnc(Nc4ccc(OC)c(OC)c4)c23)cc1 | nt | nt | 0.3% | 10µM* | -41% | -6% | ? | ? | nt
CC(=O)c1ccc2oc3ccccc3c(=O)c2c1 | 5% | 0.5 | 4.5% | ? | 5%&-2% | 1% | 49%[activator] | i | 18%
Cc1cc(/C=C(\C#N)C(=O)NCCc2c[nH]c3ccccc23)c(C)n1C | 13% | 7.7 | -0.7% | 0% | -23% | -1% | -25% | i | -9%
Cc1cccc(NC(=O)Cn2c(=O)n(CCC(C)C)c(=O)c3cccnc32)c1 | nt | nt | 2.2% | -4% | 0% | 4% | 2% | i | 1%
Cc1cc(C(=O)COC(=O)CNC(=O)c2ccc(Cl)c(Cl)c2)c(C)n1Cc1ccco1 | 2% | 6.0 | 0.1% | -16% | -7% | 1% | 1% | i | 3%
N#CCSc1nnc(Cc2cccs2)n1C1CCCCC1 | 10% | -0.2 | -0.5% | -21% | 3% | -1% | 2% | i | -9%
C(=N\Nc1nc2ccccc2s1)/c1cccs1 | 18% | -2.4 | ? | ? | -25% | ? | 43%[activator] | i | ?
CC(CCc1ccccc1)NC(=O)CNC(=O)COc1ccccc1 (centres undefined) | -1% | 1.2 | -0.7% | -9% | -6% | 8% | -23% | i | 10%
COc1cc(S(=O)(=O)Nc2cc(C)cc(C)c2)ccc1F | 3% | -0.2 | -0.1%[9.22 µM] | ? | -9% | -14% | -8% | i | ?
NS(=O)(=O)c1ccc(CNC(=S)Nc2ccc(F)c(Cl)c2)cc1 | 7% | 1.4 | 0.7% | 9% | 6% | -1% | -19% | i | -2%
O=c1c(Cc2ccc(F)cc2)c(O)ccn1CC1CCCO1 (centres undefined) | 3% | -0.6 | -0.3% | 9% | -6% | 12% | nt | i | 12%
COc1cccc(/C=C/C(=O)OCC(=O)NCCC2=CCCCC2)c1 | 3% | -1.6 | 3.2% | -7% | -8% | 22% | -22% | i | 11%
O=C(COC(=O)CN1C(=O)C2CCCCC2C1=O)NNC(=O)c1ccc(Cl)cc1 (centres undefined) | -1% | -4.3 | 0.4% | -10% | 4% | -11% | 6% | i | 11%
Cc1ccccc1/C=C\c1nc2ccccc2c(=O)n1Cc1ccccc1 | 7% | 0.2 | 13% | 0% | 13% | 2% | -19% | i | -21%
O=C(O)CCN1C(=O)C2C3C=CC(C3)C2C1=O (centres undefined) | 4% | -1.4 | 0.2% | -5% | 3% | 4% | 3% | i | 14%
CCOc1ccccc1N(CC(=O)NC1CCCCC1)S(=O)(=O)c1ccc(C)cc1 | -2% | -0.3 | 4.9% | 8% | -1% | 4% | 1% | i | 0%
O=C(Nc1cccc(F)c1)C1CCCN(S(=O)(=O)c2cnc[nH]2)C1 (centres undefined) | 2% | 2.4 | -0.4% | 6% | 10% | -2% | 4% | i | -4%
CC(C)Cn1c2c(c(O)c(C(=O)Nc3nccs3)c1=O)CCCC2 | -14% | -2.2 | 0.0% | 0% | -1% | -11% | -5% | i | 21µM*
O=C(Cc1ccccc1)Nc1c(C(=O)N2CCCCCC2)cnn1-c1ccccc1 | 8% | 0.6 | -0.7% | -8% | -3% | -12% | -10% | i | -8%
O=[N+]([O-])c1ccc(S(=O)(=O)N2CCN=C2SCc2cccnc2)cc1 | 8% | -4.5 | 4.5% | -15% | -5% | 11% | 0% | i | -9%
CCCNC(=O)c1nn2cc(Br)cnc2c1Br | 5% | 1.4 | -0.3% | 0% | -22% | 0% | -2% | ? | 8%
Cc1cccc(NC(=O)c2cc(-c3cc(C)cc(C)c3O)n[nH]2)c1 | 9% | -2.9 | 0.3% | ? | -78% | 1% | -28% | i | 3%
SMILES | EPAC2 ag | IL-2 act | Nrf2 ARE act | TGFb SMAD3 inh | HepG2 tox | A549 tox | ATXN2 expr inh | S2 tox | Nrf2 block
COCCN(C(=O)COC(=O)c1oc2ccc(OC)cc2c1C)c1c(N)n(Cc2ccccc2)c(=O)[nH]c1=O | -4% | 0.6 | 0.2% | 14% | -1% | 16% | -4% | i | 0%
O=C(NCCc1ccccc1)c1c[nH]c2ccccc2c1=O | 4% | -0.2 | 4.6% | 0% | -22% | nt | nt | i | nt
COc1c(C)cc(Br)cc1C(=O)Nc1ccc(Cc2ccncc2)cc1 | 12% | -2.0 | 0.2% | ? | -17% | 4% | ? | i | ?
CC1(C)Cc2ccccc2-c2nnc(SCC(=O)N3CCc4ccccc43)n21 | 3% | -0.9 | 0.1% | 0% | -17% | 27% | ? | i | -18%
CCCC(=O)NC(=S)Nc1ccc(NC(=O)C(C)C)c(OC)c1 | 4% | 1.0 | 0.1% | 0% | -22% | ? | nt | i | 7%
CCOC(=O)N1CCC(NC(=O)Cn2cccc2C(=O)c2ccccc2)CC1 | 10% | 0.1 | 2.7% | 0% | -15% | 0% | -15% | i | -2%
O=C(COc1ccc(Br)cc1)NCCNC(=O)c1cccnc1 | 14% | -0.8 | 3.7% | 1% | -12% | 4% | -14% | i | 6%
O=C(c1ccccc1)c1ccc(OCC(O)CNC2CCCc3ccccc32)cc1 (centres undefined) | -7% | 0.8 | 0.3%[9.22 µM] | -5% | 1% | 9% | -4% | ? | -7%
COc1ccc(C2C(C#N)=C(N)Oc3c2c(C)nn3-c2ccccc2)cc1Cn1nc(C)c([N+](=O)[O-])c1C (centres undefined) | 10% | 0.3 | 7.7% | 2% | 11% | -14% | -19% | i | nt
O=C(c1cc2nc(C3CC3)cc(C(F)(F)F)n2n1)N1CCCC1 | 1% | 4.4 | 0.0% | 30%[activator] | 17% | -1% | 24% | i | nt
O=C(COc1ccccc1)Nc1ccccc1C(=O)NCc1ccco1 | 4% | -3.0 | 19% | 9% | -13% | -2% | -5% | i | ?
O=c1[nH]c2cc3c(cc2cc1CN(CCN1CCOCC1)C(=S)NCC1CCCO1)OCO3 (centres undefined) | 8% | -0.6 | -1.4% | -7% | -5% | -2% | -7% | i | -2%
CC1CCCN(CCCNC(=O)c2cc(Sc3ccc(F)cc3)nc3ccccc23)C1 (centres undefined) | nt | nt | 10% | -20% | -32% | -3% | nt | nt | nt
COc1ccc(-n2c(N3CCN(C)CC3)nc3sc4c(c3c2=O)CCCCC4)cc1 | 4% | -1.1 | 0.4% | 1% | 3% | 5% | ? | i | 7%
CCOC(=O)c1cc(C)n(CC2CCC(C(=O)Nc3cc(OC)cc(OC)c3)CC2)c1C (centres undefined) | nt | nt | 4.5% | ? | -32% | -1% | nt | nt | ?
CCC(=O)NC(NC(=O)CC)C(Cl)Cl | 10% | -0.5 | -0.6% | -2% | 0% | -2% | -2% | i | -21%
COc1ccccc1N1CCN(C(=O)c2ccc(NC(C)=O)cc2)CC1 | -6% | 0.1 | -0.6% | ? | 0% | 1% | 1% | i | 3%
CCCCN1CN=C(Nc2nc3ccccc3o2)NC1 | 0% | -3.2 | 3.0% | 1% | -5% | 2% | 77%[activator] | i | ?
Cc1ccc(-c2nnn(CC(=O)N(Cc3ccco3)C(C(=O)NC(C)(C)C)c3ccncc3)n2)o1 (centres undefined) | 1% | 0.5 | 0.0% | -1% | -7% | 2% | 1% | i | -5%
CC(C)(C)N1C(=O)c2ccc(C(=O)Nc3ccc(O)cc3)cc2C1=O | 16% | 0.3 | 6.0% | 0% | -15% | ? | -17% | ? | ?
O=C(Nc1ccccc1)c1cccc2c(-c3cccnc3)coc12 | 13% | -0.7 | 4.1% | 2% | -28% | nt | 5% | i | nt
NC(=O)c1nsc(C(=O)N(c2ccc(F)cc2)C(C(=O)NCC2CCCO2)c2c[nH]c3ccccc23)c1N (centres undefined) | 1% | 0.3 | 17% | 20% | 3% | ? | -15% | i | -84%
Cc1ccccc1NC(=O)CSc1nnc(-c2ccco2)c(-c2ccco2)n1 | 1% | 0.3 | ? | -4% | 2% | -7% | 7% | i | ?
O=C(Oc1cccc(NC(=O)c2cccs2)c1)c1cccc(S(=O)(=O)N2CCCC2)c1 | 5% | -0.1 | 14% | -11% | -15% | -5% | 7% | ? | 20%
CC1(O)CC(C)(C)C(C#N)C(=O)N1 (centres undefined) | 10% | -0.6 | -0.6% | 0% | -4% | -1% | -9% | i | 1%
N#C/C(=C\Nc1ccc(Cl)cc1)S(=O)(=O)c1ccccn1 | 3% | -0.8 | -0.6% | 9% | -2% | 6% | -22% | i | -6%

Another view of 2 compounds above.
Under each structure: EPAC2 ag	IL-2 act	Nrf2 ARE act	TGFb SMAD3 inh	HepG2 tox	A549 tox	ATXN2 expr inh	S2 tox	Nrf2 block
Cc1ccc(-c2nnn(CC(=O)N(Cc3ccco3)C(C(=O)NC(C)(C)C)c3ccncc3)n2)o1 (centres undefined)
    1%	0.5	0.0%	-1%	-7%	2%	1%	i	-5%
O=C(COc1ccccc1)Nc1ccccc1C(=O)NCc1ccco1
    4%	-3.0	19%	9%	-13%	-2%	-5%	i	?

From PubChem
